Source: PubChem (National Center for Advancing Translational Sciences (NCATS))
POLB inh = inhibitors of human DNA polymerase beta. P06746. Pol beta primer extension/strand displacement, fluorescence kinetic. Potency, µM (doses to about 114 µM), without a hit: at the top dose activity change, negative = inhibition, actives largely listed as inhibitors. 1.3% of 340,000 active; also: potency is read from the fitted curve at half-maximal effect; % is scaled to controls: 0 for no effect and ±100 for the full control effect
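10 nM enzyme + cpd, 15 min RT; start with substrate 50 nM final; read 0 min and after 10 min RT. Corrected, normalized data; 4-parameter Hill curve fit.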
Pol iota inh = blocks human DNA polymerase iota activity; Q9UNA4; Pol iota fluorescent replication assay, 10 min; Potency, µM (titrated, usually from 115 µM), inactives show at the top dose activity, negative = inhibition, most hits filed as inhibitors; 1% of 390,000 active; AID 588590; also: potency is read from the fitted curve at half-maximal effect
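Pol iota at 10 nM preincubated 15 min with compounds at room temperature; reaction started with fluorescent substrate, 50 nM final. Fluorescence read kinetically at 0 and 10 min; buffer-only wells as negative control.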
POLK inh = inhibitors of human DNA polymerase kappa. Potency, µM (highest dose often 107 µM), inactives show top-dose activity, negative = inhibition, most hits filed as inhibitors. AID 588579. 0.53% of 400,000 active. Q9UBT6. purified Pol kappa, fluorescent DNA synthesis assay, 10 min; also: potency is read from the fitted curve at half-maximal effect; % is scaled to controls: 0 for no effect and ±100 for the full control effect
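10 nM Pol kappa was preincubated with compounds for 15 min at room temperature. Reaction started with 50 nM (final) substrate. Fluorescence read kinetically at 0 and 10 min.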
LDHA inh = LDHA (human) enzyme inhibition; P00338; purified LDHA, NADH/diaphorase-resazurin fluorescence; active compounds read low; activity change, % (values are at about 110 or 230 µM); 0.15% of 480,000 active; in the data active = activity change below about -30%; inconclusive = mostly about -25% to -30%;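 also: plate controls were DMSO wells for no effect and wells without enzyme for full effect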
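Human LDH5 at 2 nM final in Tris HCl pH 7.4 with 0.06 mM NADH and 0.2 mM pyruvate, reacted 5 minutes at room temperature. Remaining NADH coupled via diaphorase/resazurin; resorufin fluorescence read at 0 and 20 minutes, normalized to enzyme-free and DMSO wells.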
APEX1 inh = inhibitors of human APE1 endonuclease; P27695; recombinant APE1, TAMRA/BHQ-2 abasic DNA cleavage fluorescence; Potency, µM (top dose mostly 65.8 µM), for the others: at the top dose activity change, negative = inhibition, actives largely listed as inhibitors; 0.35% of 350,000 active;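 also: potency is read from the fitted curve at half-maximal effect; plate controls were vehicle for no effect and reference inhibitor for full effect; nearly all actives have a fitted effect of over 55% in size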
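Step 1: APE1 (0.75 nM) with compound, 15 min RT. Step 2: add 50 nM fluorophore/quencher THF duplex. Step 3: three fluorescence reads 60 s apart (525/598 nm); read 3 minus read 1 = reaction progress.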
POLH inh = DNA polymerase eta (human) inhibition; Q9Y253; recombinant Pol eta, fluorescent DNA replication assay; Potency, µM (doses to about 114 µM), inactives show at the highest dose activity change, negative = inhibition, hits mostly inhibitors; 1.2% of 390,000 active; AID 588591; also: potency is read from the fitted curve at half-maximal effect; % is scaled to controls: 0 for no effect and ±100 for the full control effect
Target sequence (Q9Y253 whole entry, looked up): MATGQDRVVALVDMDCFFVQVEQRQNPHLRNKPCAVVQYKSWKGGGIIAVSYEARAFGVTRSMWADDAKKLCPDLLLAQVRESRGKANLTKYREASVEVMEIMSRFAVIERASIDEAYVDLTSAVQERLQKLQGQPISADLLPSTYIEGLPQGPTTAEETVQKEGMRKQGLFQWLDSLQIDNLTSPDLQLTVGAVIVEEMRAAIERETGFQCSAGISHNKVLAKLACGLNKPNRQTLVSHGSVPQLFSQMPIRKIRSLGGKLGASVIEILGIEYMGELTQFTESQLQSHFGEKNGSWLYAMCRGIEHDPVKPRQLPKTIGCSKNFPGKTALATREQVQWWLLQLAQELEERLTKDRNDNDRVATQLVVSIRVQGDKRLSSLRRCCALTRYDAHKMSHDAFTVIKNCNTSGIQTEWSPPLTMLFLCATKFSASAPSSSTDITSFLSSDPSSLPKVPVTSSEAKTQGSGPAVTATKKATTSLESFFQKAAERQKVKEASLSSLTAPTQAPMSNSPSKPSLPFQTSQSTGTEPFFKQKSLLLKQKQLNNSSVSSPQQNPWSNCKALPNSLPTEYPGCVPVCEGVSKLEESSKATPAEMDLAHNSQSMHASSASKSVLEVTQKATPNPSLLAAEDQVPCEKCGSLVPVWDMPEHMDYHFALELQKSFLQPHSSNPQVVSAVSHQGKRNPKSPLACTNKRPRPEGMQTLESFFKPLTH
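Pol eta (10 nM) was preincubated with compounds for 15 min at room temperature, after which fluorescent replication substrate (50 nM final) was added to start the reaction. Fluorescence was read kinetically at 0 and 10 min.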
BLM helicase inh = blocks DNA unwinding by human BLM helicase | 0.2% of 350,000 active | P54132 | recombinant BLM DNA unwinding, fluorescence dequenching | Potency, µM (top dose mostly 56.1 µM), inactives show at the highest dose activity change, negative = inhibition, hits mostly inhibitors;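 also: potency is read from the fitted curve at half-maximal effect; plate controls were vehicle for no effect and no enzyme for full effect; nearly all actives have a fitted effect of over 35% in size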
Apoferritin bind = candidate novel general anesthetic via apoferritin binding | Potency, µM (series often up to 77.5 µM), for inactives: at the highest dose activity change, negative = displacement, hits mostly inhibitors | 0.074% of 350,000 active | P02791 | apoferritin/1-aminoanthracene competitive binding, fluorescence; also: potency is read from the fitted curve at half-maximal effect; % is scaled to controls: 0 for no effect and ±100 for the full control effect; nearly all actives have a fitted effect of over 20% in size
Target sequence (P02791 2-175 limits assumed): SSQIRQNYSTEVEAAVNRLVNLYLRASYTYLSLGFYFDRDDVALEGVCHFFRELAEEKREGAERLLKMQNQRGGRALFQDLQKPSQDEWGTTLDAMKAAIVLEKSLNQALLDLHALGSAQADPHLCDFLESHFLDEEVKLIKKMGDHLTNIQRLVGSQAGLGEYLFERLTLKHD
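Apoferritin-based anesthetic binding model; compound displacement of fluorescent 1-AMA measured as endpoint fluorescence after 10 minutes at room temperature, scaled to free-ligand and complex controls.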
Glioma ERSR ind = inducers of ER stress response in human glioma cells; 0.02% of 420,000 active; U87-MG GRP78 promoter luciferase reporter, 16 h; Potency, µM, for the others: at the top dose activation, actives largely listed as activators; AID 602332; also: potency is read from the fitted curve at half-maximal effect; series mostly up to about 76 µM; % of control where 0% means no effect; nearly all actives have a fitted effect of over 35% in size
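Stably transfected U87-MG human glioma cells carrying a GRP78-based luminescent sensor were seeded at 1000 cells/well, pin-dosed with compounds and incubated 16 h. Luciferase reagent was then added, and end-point luminescence was read after 10 min at room temperature.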
* marks the source's active call; other numbers are inactive results; ? = inconclusive; . = not tested or not shown; & = joins results of further samples; [ ] = remark or other dose. Unless noted, calls follow the shape of the dose curve; as a rule, active = well fitted curve in the direction sought with a large enough effect; inconclusive = small, poorly fitted or top-dose-only effect, or another doubt; inactive = no such curve, though single readings can be large; an effect the other way counts as inactive or inconclusive. The list is partial; rates above refer to the full screens.

Fields – POLB inh	Pol iota inh	APEX1 inh	BLM helicase inh	Glioma ERSR ind	POLH inh	POLK inh	LDHA inh	Apoferritin bind
Cc1n[nH]c(C)c1NC(=O)CSc1nnnn1-c1cccc(F)c1
  .	-5.8%	7.1%	.	-1.1%	-9.8%	-11.8%	-6.6	.
CC(C)C[C@H](NC(=O)[C@@H](Cc1ccccc1)n1c(=O)[nH]c2ccccc2c1=O)C(=O)N[C@@H](Cc1ccccc1)C(=O)O
  13.1%	-2.2%	5.4%	1.3%	3.1%	-8.3%	3.5%	4.1	-16.2%
Cc1ccc(CNC(=O)C2CCC(=O)N2Cc2ccc(F)cc2)cc1 (stereo unspecified)
  7.3%	8.4%	-12.4%	-1.7%	-2.6%	-11.0%	-13.9%	-16.7	-5.5%
COc1ccc(OC)c(NC(=O)N2CCCc3ccccc32)c1
  42.6%	-2.7%	-8.0%	-4.1%	-3.7%	-7.4%	-5.6%	2.8	-11.1%
CC(C)C(N)C(=O)NC(Cc1c[nH]c2ccccc12)C(=O)O (stereo unspecified)
  .	.	4.7%	-6.2%	-2.9%	.	-5.3%[60.1 µM]	.	3.4%
O=C(Cn1nc(-c2ccccc2)ccc1=O)NCc1ccc(F)cc1
  6.8%	56.9%[activator]	0.7%	-1.9%	3.5%	-3.5%	0.5%	-5.5	?
Cc1ccc(-c2cc(NC(=O)COc3ccc(Cl)c(C)c3)on2)cc1
  1.1%	-21.6%	.	-3.0%	-4.9%	-4.0%	-1.0%	-6.1	1.4%
C[C@@]12C(=O)N(Cc3ccc(Cl)cc3)CC(=O)N1[C@H]1c3ccccc3OC[C@@H]1[C@@H]2c1ccccc1
  .	38.9%	35.1%	.	-0.7%	-7.9%	8.2%	1.2	.
COC(=O)c1ccc2c(c1)S(=O)(=O)NC(=NCc1ccco1)S2
  2.4%	?	4.3%	0.8%	1.7%	-16.9%	-38.8%	-3.5	-2.8%
CCc1occc(=O)c1Oc1cc(NN2CCCCC2)c([N+](=O)[O-])cc1[N+](=O)[O-]
  ?	-25.8%	-24.5%	0.0%	-2.4%	-10.4%	-5.7%	-0.7	?
Cc1nn(C)c(C(=O)N/N=C/c2ccccc2)c1[N+](=O)[O-]
  2.3%	3.6%	-4.7%	-1.1%	-4.2%	-11.1%	-6.2%	-6.4	-12.7%
Cc1cc(-c2ccc(S(=O)(=O)NCc3ccccc3Cl)s2)on1
  0.0%	-5.3%	.	-2.0%	-2.1%	-19.5%	-5.1%	-4.2	?
CNC(=O)NC1CCCc2ccccc21 (stereo unspecified)
  33.6%	10.6%	-0.7%	0.9%	-3.4%	-13.1%	-4.2%	-8.7	-15.2%
Cc1cc(SCc2cc(=O)n3ccsc3n2)nc2ccccc12
  9.8%	61.6%[activator]	5.3%	-4.3%	-1.7%	0.3%	-8.9%	-12.3	-1.0%
Cc1ncsc1CCC(=O)N1CCCC(C(=O)c2ccc3c(c2)OCO3)C1 (stereo unspecified)
  -1.2%	-3.1%	-6.4%	-1.6%	-4.2%	-8.6%	2.3%	-3.6	-7.4%
N#CCN1CCC2(O)CCCCC2C1c1ccc2c(c1)OCO2 (stereo unspecified)
  2.4%	-20.4%	-2.8%	-2.7%	-1.2%	-5.6%	0.6%	0.4	-8.4%
Cn1c(=O)[nH]c(=O)c2c1nc(NCCCn1ccnc1)n2Cc1ccc(F)cc1
  ?	-1.6%	-2.3%	-2.2%	2.5%	-11.9%	-7.4%	-3.1&1.8	-14.3%
C=CCc1cccc2cc(C(=O)Nc3ccc(S(=O)(=O)Nc4nnc(CC)s4)cc3)c(=O)oc12
  -1.4%	8.91µM*	?	?	-3.5%	10µM*	-14.3%	-6.7	-4.7%
O=S(=O)(c1cccc2nsnc12)N1CCN(Cc2ccccc2)CC1
  -26.7%	10.2%	14.0%	-7.1%	-6.1%	-4.0%	-1.0%	-2.1	-13.1%
CC(C)CN1C(=O)NC(NC(=O)c2ccco2)(C(F)(F)F)C1=O (stereo unspecified)
  -4.9%	3.4%	4.0%	-5.8%	-1.4%	3.1%	-3.7%	1.3	-11.1%
C=CCN1C(=O)C(O)(CC(=O)c2c(C)n[nH]c2C)c2cc(Br)ccc21 (stereo unspecified)
  1.6%	23.1%	-1.9%	3.8%	-3.9%	-7.9%	-4.4%	-7.2	6.3%
FC(F)(Cl)c1nnc2ccc(Cl)nn12
  14.7%	13.6%	4.1%	-5.9%	-5.1%	2.0%	-16.4%	0.9	-4.9%
COc1cnc(-c2ccccn2)nc1Sc1ccccc1
  17.1%	-21.8%	-5.5%	5.2%	5.3%	-7.0%	-2.4%	2.1	-10.8%
S=c1[nH]nc(COc2ccccc2)n1/N=C/c1ccc(Br)cc1
  -18.1%	12.9%	-1.2%	-0.2%	10.6%	-22.4%	-5.0%	-1.0	6.2%
CN(C)C(CNC(=O)c1cccc(S(=O)(=O)NCc2ccccc2)c1)c1ccccc1 (stereo unspecified)
  .	17.6%	-3.5%	.	-2.2%	-12.4%	-4.2%	-1.1	.
COc1ccc(S(=O)(=O)N2CCC(C(=O)Oc3ccc(C)cc3)CC2)cc1OC
  .	15.2%	35.8%	.	0.1%	-13.3%	6.8%	10.4	.
NNC(=O)c1cnn(-c2ccccc2)c1C(F)(F)F
  14.9%	151.8%[activator]	-6.3%	-2.4%	-1.6%	-1.5%	-0.2%	-6.6	-21.3%
CC(=O)Nc1cccc2c1C(=O)N(c1cccc(C)c1)C2=O
  8.1%	21.1%	25.7%	1.0%	-2.0%	-3.7%	-4.3%	-1.9	-6.5%
O=C(c1cc(-c2ccc(Cl)cc2)on1)N1CCCC1
  13.0%	19.7%	19.5%[12.4 µM]	0.5%	-5.0%	-24.2%	1.7%	-8.5	1.4%
CC(=O)c1cccc(CN2CCCC(CCC(=O)NCc3ccc(C)o3)C2)c1 (stereo unspecified)
  22.1%	32.5%[activator]	-18.0%	-2.6%	-1.6%	-9.0%	-5.4%	-3.6	-4.4%
O=C(CN1c2cccc3cccc(c23)S1(=O)=O)NC1CCCCC1
  .	?	15.5%	.	-1.1%	-8.3%	?	0.1	.
N/C(Cn1cncn1)=N\NC(=O)c1ccc(Cl)cc1Cl
  43.0%	-14.8%	-0.6%	-2.7%	0.3%	-11.6%	-3.5%	-14.5	-3.0%
CCCn1c(=O)c(C(=O)NCCCc2ccccc2)c(O)c2ccccc21
  -0.2%	6.5%	21.4%	-9.5%	12.0%	-10.2%	-6.9%	-4.3	-8.2%
CC1CCCC(C)N1C(=O)CNCc1ccc2c(c1)OCO2 (stereo unspecified)
  4.3%	16.1%	20.4%	0.8%	-4.3%	-11.4%	2.3%	-8.8	-2.8%
COc1cc2c(cc1OC)C(c1ccc(Br)cc1)NC(=O)C2 (stereo unspecified)
  -7.0%	11.2%	21.7%	-7.4%	-0.2%	2.8%	-6.4%	-2.4	-8.2%
CCC(C(=O)NCc1ccco1)N(C(=O)CNS(=O)(=O)c1ccccc1)c1ccccc1C (stereo unspecified)
  2.6%	15.0%	-4.9%	-2.4%	-2.2%	-14.4%	3.6%	0.3	-4.9%
COc1cccc(CNS(=O)(=O)c2cc3c4c(c2)CCN4C(=O)CC3)c1
  .	-3.1%	4.1%	.	-5.1%	-1.9%	-13.6%	-2.5	.
CCOc1ccc(NC(=O)CCC(=O)NNS(=O)(=O)c2ccccc2[N+](=O)[O-])cc1
  0.9%	50.6%[activator]	-0.1%	-0.1%	1.2%	-15.1%	1.9%	5.9	-6.0%
CCOC(=O)C/C(=N\Nc1ncnc2ccccc12)c1ccccc1
  -18.6%	-1.4%	-10.5%[12.4 µM]	-6.8%	10.8%	-6.6%	-8.8%	-3.0	-12.7%
Cc1ccc(S(=O)(=O)N(C)CC(=O)OCC(=O)NC(=O)Nc2ccc3c(c2)OCCO3)cc1
  -22.4%	-2.4%	-13.3%	-2.6%	-4.2%	-16.8%	1.9%	-2.6	0.6%
COC(=O)Cn1c(=NC(=O)c2ccc(S(=O)(=O)N3CCOCC3)cc2)sc2cc(S(N)(=O)=O)ccc21
  21.8%	?	-0.6%	-4.4%	-1.5%	-19.0%	?	-3.6	-9.1%
CC(C)CC(NC(=O)C1CCC(C)CC1)C(=O)N1CCN(c2ccccn2)CC1 (stereo unspecified)
  2.8%	6.7%	-0.9%	1.2%	-1.0%	-6.1%	-21.4%	-2.5	-16.6%
CCC(=O)N1CCCc2cc(S(=O)(=O)N3CCN(c4ccccc4F)CC3)ccc21
  30.9%	5.1%	-3.1%	-5.1%	-3.9%	-9.1%	-3.2%	-1.9	-11.3%
COc1cc(C(=O)Oc2cccc(/C=N/NC(=O)c3cccnc3)c2)cc(OC)c1OC
  3.1%	53.9%[activator]	-5.4%	-4.2%	-2.2%	-17.2%	5.9%	-9.0	-0.3%

Arranged by SMILES length (falling): 4 of the compounds above
Fields – POLB inh	Pol iota inh	APEX1 inh	BLM helicase inh	Glioma ERSR ind	POLH inh	POLK inh	LDHA inh	Apoferritin bind
Cc1ccc(S(=O)(=O)N(C)CC(=O)OCC(=O)NC(=O)Nc2ccc3c(c2)OCCO3)cc1
  -22.4%	-2.4%	-13.3%	-2.6%	-4.2%	-16.8%	1.9%	-2.6	0.6%
CCOc1ccc(NC(=O)CCC(=O)NNS(=O)(=O)c2ccccc2[N+](=O)[O-])cc1
  0.9%	50.6%[activator]	-0.1%	-0.1%	1.2%	-15.1%	1.9%	5.9	-6.0%
CCOC(=O)C/C(=N\Nc1ncnc2ccccc12)c1ccccc1
  -18.6%	-1.4%	-10.5%[12.4 µM]	-6.8%	10.8%	-6.6%	-8.8%	-3.0	-12.7%
CC1CCCC(C)N1C(=O)CNCc1ccc2c(c1)OCO2 (stereo unspecified)
  4.3%	16.1%	20.4%	0.8%	-4.3%	-11.4%	2.3%	-8.8	-2.8%
